LYPLA1 counter – LYPLA1 inhibitors, primary screen, counter-screen for PME1 inhibitor project, biochemical, fluorescence polarization, FP-Rh probe ABPP. Acyl-protein thioesterase 1 (Homo sapiens), O75608. recombinant LYPLA1. inhibition, % at 5.9 µM. 320,000 compounds, 0.16% hits;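 active = inhibition above the mean of all tested compounds plus 3 SD, set per campaign, cut at about 14% in these data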;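 note: inhibitors block serine hydrolase probe labeling of LYPLA1 so polarization falls; 0% = enzyme with DMSO and 100% = wells lacking LYPLA1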
GSTO1 counter – inhibitors of recombinant GSTO1, primary screen, counter-screen for RBBP9 inhibitor project, biochemical, fluorescence polarization. activity-based probe fluorescence polarization. 300,000 compounds, 1.1% hits. Glutathione S-transferase omega-1 (Homo sapiens), P78417. inhibition, % at 5.96 µM;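 active = inhibition above the campaign mean inhibition plus 3 SD, cut at about 35% in these data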;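 note: 0% = GSTO1-1 with DMSO and 100% = wells lacking GSTO1-1 enzyme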
PAD4 inh – human PAD4 inhibitors, primary screen, biochemical, fluorescence polarization, 1536-well format | Protein-arginine deiminase type-4 (Homo sapiens), Q9UM07 | recombinant PAD4, RCA probe fluorescence polarization | inhibition, % at 6.36 µM | 330,000 compounds, 0.41% hits | AID 485272, 2010;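 active = percent inhibition above a cutoff equal to the mean of all tested compounds plus 3 SD, cut at about 15% in these data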;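 note: 0% = PAD4 with RCA probe and DMSO and 100% = probe without PAD4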
Target sequence (Q9UM07 whole entry, looked up): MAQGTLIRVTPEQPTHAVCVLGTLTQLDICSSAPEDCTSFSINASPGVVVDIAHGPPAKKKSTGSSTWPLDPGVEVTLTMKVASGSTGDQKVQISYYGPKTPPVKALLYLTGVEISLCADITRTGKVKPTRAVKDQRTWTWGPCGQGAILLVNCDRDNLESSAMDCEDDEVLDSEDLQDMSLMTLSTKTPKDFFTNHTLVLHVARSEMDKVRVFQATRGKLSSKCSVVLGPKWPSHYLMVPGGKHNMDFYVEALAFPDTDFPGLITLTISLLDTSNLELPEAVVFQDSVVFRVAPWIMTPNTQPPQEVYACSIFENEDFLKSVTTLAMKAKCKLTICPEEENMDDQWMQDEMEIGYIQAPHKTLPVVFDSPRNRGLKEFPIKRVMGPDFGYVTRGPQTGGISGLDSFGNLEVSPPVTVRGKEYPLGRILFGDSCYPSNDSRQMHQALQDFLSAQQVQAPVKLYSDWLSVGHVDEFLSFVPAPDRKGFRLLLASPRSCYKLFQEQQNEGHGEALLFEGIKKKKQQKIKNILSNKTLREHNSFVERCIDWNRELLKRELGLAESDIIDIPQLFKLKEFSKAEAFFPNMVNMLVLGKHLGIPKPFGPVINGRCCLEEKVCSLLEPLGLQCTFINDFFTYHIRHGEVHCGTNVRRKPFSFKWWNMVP
PAFAH1B3 FP inh – PAFAH1B3 enzyme inhibitors, primary screen, biochemical, fluorescence polarization, human; Platelet-activating factor acetylhydrolase IB subunit alpha1 (Homo sapiens), Q15102; recombinant PAFAH1B3, FP-rhodamine probe; inhibition, % at 3.39 µM; 340,000 compounds, 0.28% hits; AID 492972, 2010;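 active = inhibition above the screen-wide average of all tested compounds plus 3 SD, cut at about 25% in these data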;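 note: 0% = enzyme with DMSO only and 100% = wells lacking PAFAH1B3 protein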
LYPLA2 counter – LYPLA2 inhibitors, primary screen, counter-screen for PME1 inhibitor project, biochemical, fluorescence polarization, FP-Rh probe ABPP; Acyl-protein thioesterase 2 (Homo sapiens), O95372; recombinant LYPLA2; inhibition, % at 5.9 µM; 320,000 compounds, 0.38% hits; AID 2177, 2009;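 active = inhibition above the screen-wide mean plus 3 SD, limit set per campaign, cut at about 26% in these data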;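 note: 0% = LYPLA2 with DMSO and 100% = wells lacking LYPLA2 enzyme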
Target sequence (O95372 whole entry, looked up): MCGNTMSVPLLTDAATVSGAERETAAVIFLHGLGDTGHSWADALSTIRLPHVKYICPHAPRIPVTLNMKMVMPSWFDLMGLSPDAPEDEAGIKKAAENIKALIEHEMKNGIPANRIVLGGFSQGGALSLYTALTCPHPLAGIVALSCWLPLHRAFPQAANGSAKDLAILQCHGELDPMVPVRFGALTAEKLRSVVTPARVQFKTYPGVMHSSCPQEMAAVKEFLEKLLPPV
PAFAH2 FP inh – PAFAH2 enzyme inhibitors, primary screen, biochemical, fluorescence polarization, human; recombinant PAFAH2, FP-rhodamine activity probe; inhibition, % at 3.39 µM; Platelet-activating factor acetylhydrolase 2, cytoplasmic (Homo sapiens), Q99487; 340,000 compounds, 0.99% hits; AID 492956, 2010;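 active = inhibition above the mean over all tested compounds plus 3 SD, cut at about 30% in these data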;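 note: inhibitors block probe labeling of enzyme so polarization drops; 0% = enzyme with DMSO and 100% = wells lacking PAFAH2 protein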
pPAFAH FP inh – pPAFAH enzyme inhibitors, primary screen, biochemical, fluorescence polarization, human. Platelet-activating factor acetylhydrolase (Homo sapiens), Q13093. recombinant pPAFAH, FP-rhodamine probe fluorescence polarization. inhibition, % at 3.39 µM. 330,000 compounds, 1.5% hits;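 active = inhibition above the mean inhibition across the screen plus 3 SD, cut at about 25% in these data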;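 note: inhibitors block binding of the rhodamine activity-based probe so polarization drops; 0% = enzyme with DMSO and 100% = wells lacking pPAFAH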
PME-1 inh – PME-1 inhibitors via competitive probe labeling, primary screen, biochemical, fluorescence polarization, FP-Rh probe, HTS; Protein phosphatase methylesterase 1 (Homo sapiens), Q9Y570; recombinant PME-1; inhibition, % at 5.9 µM; 320,000 compounds, 0.53% hits; AID 2130, 2009;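 active = inhibition above the campaign mean of all compounds plus 3 SD, cut at about 26% in these data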;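 note: competitive labeling of PME-1 active site by serine hydrolase directed probe; 0% = PME-1 with DMSO and 100% = wells lacking PME-1 enzyme; inhibitors block probe labeling so polarization falls and inhibition rises; many of its hits are not listed in these tables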
PAFAH1B2 FP inh – PAFAH1B2 enzyme inhibitors, primary screen, biochemical, fluorescence polarization, human; inhibition, % at 3.39 µM; recombinant PAFAH1B2, FP-rhodamine activity probe; 340,000 compounds, 1.2% hits; Platelet-activating factor acetylhydrolase IB subunit alpha2 (Homo sapiens), P68402;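 active = inhibition above the mean of all tested compounds plus 3 SD, cut at about 24% in these data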;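 note: 0% = enzyme with DMSO and 100% = wells lacking PAFAH1B2; many of its hits are not listed in these tables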
Numbers without * were called inactive; · = not tested or not shown. An excerpt; count on the stated rates, not on these rows.

SMILES	LYPLA1 counter	GSTO1 counter	PAD4 inh	PAFAH1B3 FP inh	LYPLA2 counter	PAFAH2 FP inh	pPAFAH FP inh	PME-1 inh	PAFAH1B2 FP inh
COc1ccc(OC)c(/C=C2\Oc3cc(OCC(=O)N4CCC[C@H]4C(=O)O)ccc3C2=O)c1	4	-19	0	6	0	-5	-16	-3	10
O=C(CSc1ccc2nnc(-c3ccccn3)n2n1)Nc1ccccc1C(F)(F)F	2	2	-6	0	5	2	1	3	1
COc1ccc(NC(=O)CSc2nc3ncccc3[nH]2)cc1OC	-1	0	-1	6	2	-8	4	-4	0
COc1cnn(-c2ccccc2)c(=O)c1OC	-2	-5	-1	7	-1	3	4	8	4
COc1ccc(-c2noc(CCC(=O)NCCN3CCN(c4ccccc4F)CC3)n2)cc1	1	4	-3	9	2	4	-1	2	12
COc1cccc(NC(=O)c2ccccc2F)c1	0	1	3	0	4	0	3	4	-6
Cc1cc(NC(=O)CSc2nc3ccccc3s2)no1	1	-1	4	1	-1	0	1	2	-21
S=C1NCN(Cc2ccco2)CN1c1ccccc1	0	7	3	2	1	-7	1	6	3
COc1cccc(-c2nc(C(=O)NCCCN3CCOCC3)cc3c2[nH]c2ccccc23)c1	-12	-6	6	6	1	6	6	-1	1
C=CCNC(=S)NNc1nc2c(c(=O)[nH]1)C1(CCCC1)Cc1ccccc1-2	-1	13	-7	9	6	-4	15	5	24
COC(=O)[C@H](C)NC(=O)/C=C/c1ccc(OC)cc1	0	4	-3	5	2	2	2	4	5
CN(C)CCNC(=O)CNC(=S)N(Cc1ccccc1)Cc1ccccc1F	-2	6	0	1	-1	6	0	0	1
O=C(NCCCN1CCCC1=O)c1cccc(S(=O)(=O)Nc2ccc(F)cc2)c1	-4	·	0	3	4	1	34*	0	-1
Cc1ccccc1C(=O)N1CCN(c2ccc(NC(=S)NC(=O)c3cccs3)cc2)CC1	3	0	-8	2	12	-8	2	6	-1
CNc1ccccc1C(=O)OCC(C)=O	1	-3	-5	4	2	-11	5	-1	5
CCN(CC)S(=O)(=O)c1ccc(N=N/C(C(C)=O)=C(/C)O)cc1	-1	-8	-5	2	3	5	4	-4	-4
O=C(Nc1ccc(S(=O)(=O)Nc2ccccn2)cc1)c1cccc([N+](=O)[O-])c1	2	-5	-4	17	3	5	4	8	-2
CC(NC(=O)c1ccc(F)cc1F)C1CC2CCC1C2 (stereo not given)	-3	6	2	-3	2	6	3	-1	7
Cc1ccc(-c2nnc(Nc3ccccc3)c3ccccc23)cc1S(=O)(=O)NCC1CCCO1 (stereo not given)	0	-3	0	2	-3	-2	3	2	3
Cc1ccc(C(=O)OCC(=O)N2CCCCCC2)c(O)c1	-5	·	-3	3	3	4	-11	-3	1
CC1=CC2=NC(=O)CC(C)(C(=O)N(CC(=O)NC3CCCC3)c3ccccc3C)N2C=C1 (stereo not given)	3	10	5	7	8	1	1	-5	5
CCOC(=O)C1(Cc2ccc(OC)cc2)CCN(C(=O)Cc2cccnc2)CC1	5	2	0	-3	-3	-1	2	-5	1
CCC(=O)NCCNC(=O)c1c(SC)nsc1SC	2	-5	-2	-5	1	1	4	-9	2
CCN(CC)C(=O)CSc1nnc(-c2ccco2)n1Cc1ccco1	-2	1	1	7	1	0	1	0	4
CCOC(=O)c1ccc(NC(=O)NCc2ccncc2)cc1	-4	-7	-3	5	-4	-7	-2	1	-2
O=C(NC(=S)Nc1ccc(N2CCOCC2)cc1)c1cccs1	3	7	-4	8	-3	-5	0	-2	-3
CC1(c2cccc(Br)c2)NC(=O)N(CC(=O)Nc2ccc3c(c2)OCCO3)C1=O (stereo not given)	·	·	-5	14	·	1	8	·	3
CCCN(CC1CC1)C(=O)CSc1ncnc2sc(C)c(C)c12	-2	-6	-5	7	1	0	-13	-2	14
COc1cccc(/C=N/Nc2ccc(C(=O)O)cc2)c1O	1	3	-5	12	7	1	8	-6	5
O=C(Nc1ccc2c(c1)OCO2)C1CCN(C(=O)c2ccc(Cl)cc2)CC1	1	1	-1	5	10	-2	0	-4	1
O=C(Nc1nc2ccccc2n1Cc1ccccc1)c1ccco1	0	6	-1	7	3	-2	11	-7	9
COc1cc(C(=O)Nc2sc(C)c(C)c2C(=O)O)cc(OC)c1OC	-4	-6	-1	13	0	6	-4	-3	2
COc1cc(NC(=O)c2ccc3c(SCC(=O)O)c4c(nc3c2)CCC4)cc(OC)c1OC	-5	1	-10	10	-8	-3	0	-7	-1
CC(C)(C)NC(=O)NC(=O)CSc1nncs1	1	2	2	6	4	-1	2	-2	10
COc1ccccc1C(=O)NCCC(=O)NCC(c1ccco1)N1CCCC1 (stereo not given)	0	·	4	2	-3	8	1	0	0
O=C(Cn1ncc2c3ccccc3n(Cc3ccc(Cl)cc3)c2c1=O)NCCCN1CCCC1=O	-3	-20	-5	-2	-1	-2	1	-3	1
O=C(COC(=O)/C=C/c1ccc(S(=O)(=O)N2CCOCC2)cc1)Nc1ccc(F)c(F)c1F	·	·	2	3	·	33*	5	·	4
CCN(CC)S(=O)(=O)c1ccc(NC(=O)Cc2cccs2)cc1	-1	1	-15	8	-13	11	3	-7	8
COc1ccc(OC)c(NC(=O)c2ccc(NC(C)=O)cc2)c1	2	1	-4	3	2	-8	4	-1	3
CNC(=O)c1cc(NC(=O)CCn2nc(-c3ccccc3)c3ccccc3c2=O)ccc1OC	-3	-10	-4	1	8	1	11	-3	6
Cc1cc(Cl)c(OCCCCN2CCOCC2)c(Br)c1	-1	2	-3	1	2	4	5	-4	-2
COc1ccc(-c2nnn(CC(=O)NC3CCCc4ccccc43)n2)cc1OC (stereo not given)	0	-12	-2	6	-3	3	4	-2	-2
COCCn1cnnc1SCC(=O)Nc1cccc(S(=O)(=O)N(C)c2ccccc2)c1	-2	4	2	2	1	-3	-2	-5	0
Cc1occc1-c1nnc(SCC(=O)NC2CC2)n1C	1	-1	-1	-2	3	-2	0	1	-1
CC(C)(C)n1nnnc1C(c1cccc(C(F)(F)F)c1)N1CCOCC1 (stereo not given)	-1	1	1	3	-4	-1	-2	3	-6
CC(=O)Nc1cccc(C(=O)NNC(=O)c2n[nH]c(=O)c3ccccc23)c1	2	·	-7	4	-5	-5	1	-1	3
CCC(C)C(NC(=O)C1CCC(C)CC1)C(=O)NCc1cccnc1 (stereo not given)	-2	1	-6	6	6	3	0	2	1
O=C(NCCc1ccc(Cl)cc1)C1CCCN1C(=O)Nc1ccc(F)cc1 (stereo not given)	-1	-1	0	11	-7	-7	-2	9	19
COc1ccc(C(C(=O)NC2CCCC2)N(Cc2ccccc2)C(=O)c2snc(C(N)=O)c2N)cc1OC (stereo not given)	-1	-3	-5	4	6	3	0	-9	5
Cc1cccc(N2N=C(C(=O)Nc3nc(C)cs3)CCC2=O)c1	-6	9	2	-2	-5	-5	-3	8	-2
CCOc1cc2[nH]c(=S)n(CC3CCCN3CC)c(=O)c2cc1OCC (stereo not given)	0	4	-3	3	8	3	2	0	0
Cc1ccc(S(=O)(=O)Nc2cc(Cl)ccc2-n2cncn2)cc1	2	·	5	4	7	-1	6	1	3
C=CC[C@@H](CC(=O)NCCO)C(=O)N[C@H](COC(=O)[C@@H](CC=C)Cc1ccc(F)cc1)Cc1c[nH]c2ccccc12	·	·	-1	3	·	9	1	·	-1
CN(C)CC(C)(C)CNC(=S)NCc1ccc2c(c1)OCO2	-3	-3	0	1	-1	-7	4	-2	1
Cc1cc(C(=O)Cn2nnc(-c3ccc(Cl)cc3)n2)c(C)n1CC1CCCO1 (stereo not given)	-3	3	3	-1	-9	-4	3	-5	7
Cc1cccc(Nc2nc(C)nc3c2oc2ccccc23)c1	-10	-10	-5	11	-7	-7	1	-6	4
O=C(CN1CCOCC1)NNc1nc(-c2ccccc2)c2cc(Br)ccc2n1	1	13	-2	3	4	-25	5	3	2
CCC(=O)c1c[nH]c(C(=O)N2CCN(c3ccccc3)CC2)c1	-9	2	1	0	-6	1	5	1	-3
c1ccc(COc2cccc(CN3CCN(c4ccccn4)CC3)c2)cc1	4	3	-1	4	6	9	4	0	0

Of the compounds above, ten contain fluorine.
SMILES	LYPLA1 counter	GSTO1 counter	PAD4 inh	PAFAH1B3 FP inh	LYPLA2 counter	PAFAH2 FP inh	pPAFAH FP inh	PME-1 inh	PAFAH1B2 FP inh
O=C(CSc1ccc2nnc(-c3ccccn3)n2n1)Nc1ccccc1C(F)(F)F	2	2	-6	0	5	2	1	3	1
COc1ccc(-c2noc(CCC(=O)NCCN3CCN(c4ccccc4F)CC3)n2)cc1	1	4	-3	9	2	4	-1	2	12
COc1cccc(NC(=O)c2ccccc2F)c1	0	1	3	0	4	0	3	4	-6
CN(C)CCNC(=O)CNC(=S)N(Cc1ccccc1)Cc1ccccc1F	-2	6	0	1	-1	6	0	0	1
O=C(NCCCN1CCCC1=O)c1cccc(S(=O)(=O)Nc2ccc(F)cc2)c1	-4	·	0	3	4	1	34*	0	-1
CC(NC(=O)c1ccc(F)cc1F)C1CC2CCC1C2 (stereo not given)	-3	6	2	-3	2	6	3	-1	7
O=C(COC(=O)/C=C/c1ccc(S(=O)(=O)N2CCOCC2)cc1)Nc1ccc(F)c(F)c1F	·	·	2	3	·	33*	5	·	4
CC(C)(C)n1nnnc1C(c1cccc(C(F)(F)F)c1)N1CCOCC1 (stereo not given)	-1	1	1	3	-4	-1	-2	3	-6
O=C(NCCc1ccc(Cl)cc1)C1CCCN1C(=O)Nc1ccc(F)cc1 (stereo not given)	-1	-1	0	11	-7	-7	-2	9	19
C=CC[C@@H](CC(=O)NCCO)C(=O)N[C@H](COC(=O)[C@@H](CC=C)Cc1ccc(F)cc1)Cc1c[nH]c2ccccc12	·	·	-1	3	·	9	1	·	-1

From PubChem
